Assay outcomes deposited in PubChem BioAssay by several laboratories.
CIT2 TOR yeast = modulators of TOR pathway CIT2-GFP in S. cerevisiae; AID 2029; 320,000 tested, 0.065% active; S. cerevisiae CIT2-GFP strain, flow cytometry, 3 h; 100 means same as DMSO wells; GFP response vs DMSO, % at 10 µM;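 active = GFP response relative to DMSO above a set limit, near the screen mean plus 3 SD, cut at about 150% in these data; inconclusive = Fewer than 70 cells measured for a yeast strain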;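 note: ratio of well median GFP fluorescence to mean of DMSO wells on the plate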
VLA-4 inh = inhibition in a human VLA-4 binding assay | P13612 | VLA-4 expressing cells, ligand binding flow cytometry | inhibition, % (about 7 µM as worked out from the volumes in the protocol) | 330,000 tested, 0.2% active | AID 2557; in the data active = inhibition above about 50%
Target sequence (P13612 whole entry, looked up): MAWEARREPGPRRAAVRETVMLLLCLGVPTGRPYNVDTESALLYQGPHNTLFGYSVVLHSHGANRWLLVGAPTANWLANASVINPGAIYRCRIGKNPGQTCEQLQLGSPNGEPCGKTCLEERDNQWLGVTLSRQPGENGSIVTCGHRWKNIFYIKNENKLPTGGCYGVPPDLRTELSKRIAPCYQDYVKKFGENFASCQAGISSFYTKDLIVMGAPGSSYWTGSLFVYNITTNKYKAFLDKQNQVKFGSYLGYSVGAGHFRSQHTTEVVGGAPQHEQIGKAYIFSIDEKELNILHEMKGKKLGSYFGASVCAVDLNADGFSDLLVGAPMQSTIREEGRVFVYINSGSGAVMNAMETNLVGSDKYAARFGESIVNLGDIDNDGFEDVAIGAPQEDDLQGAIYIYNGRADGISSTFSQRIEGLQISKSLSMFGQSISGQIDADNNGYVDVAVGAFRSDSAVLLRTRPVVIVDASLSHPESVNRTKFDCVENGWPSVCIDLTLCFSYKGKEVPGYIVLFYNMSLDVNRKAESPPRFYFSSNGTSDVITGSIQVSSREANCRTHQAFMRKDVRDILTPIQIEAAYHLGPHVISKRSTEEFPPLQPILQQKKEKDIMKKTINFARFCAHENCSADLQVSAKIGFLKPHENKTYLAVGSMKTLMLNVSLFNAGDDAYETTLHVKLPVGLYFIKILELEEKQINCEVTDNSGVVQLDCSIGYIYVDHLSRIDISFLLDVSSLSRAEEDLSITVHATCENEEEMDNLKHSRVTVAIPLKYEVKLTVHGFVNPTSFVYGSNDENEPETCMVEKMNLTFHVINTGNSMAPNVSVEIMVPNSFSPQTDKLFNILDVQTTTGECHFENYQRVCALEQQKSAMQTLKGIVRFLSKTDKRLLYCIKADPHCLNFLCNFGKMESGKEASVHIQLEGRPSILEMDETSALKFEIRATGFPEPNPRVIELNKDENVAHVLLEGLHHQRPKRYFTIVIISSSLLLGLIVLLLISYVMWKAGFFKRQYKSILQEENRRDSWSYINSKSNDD
Yeast superoxide = caloric restriction mimetics inhibiting age-related superoxide in yeast; S. cerevisiae aged cells, superoxide DHE fluorescence; stronger effect = lower value; superoxide response (% of plate mean), % at 10 µM; 330,000 tested, 0.18% active; AID 2690;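 active = superoxide response under a set limit, about three screen SD below normal, cut at about 65% in these data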;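 note: yeast aged for seven days with compound at 30 °C before DHE staining; 100% = average MFI of all compound-treated wells on the plate with controls excluded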
GRK2 inh = inhibitors of human GRK2 displacing RNA aptamer; P25098; bead flow cytometry, FAM-aptamer displacement from GRK2; inhibition of aptamer binding, % at 10 µM; 330,000 tested, 0.59% active; AID 488847;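 active = inhibition of aptamer binding above 40%, roughly 3 SD of noise, on plates passing a quality check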;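 note: median bead fluorescence of bound FAM aptamer so fluorescent compounds give negative values; no value below 0 was filed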
GLD-1 RNA inh = GLD-1-TGE RNA interaction inhibition (C. elegans); inhibition, % at 5.96 µM; purified GLD-1 + fluorescein TGE RNA, fluorescence polarization; 320,000 tested, 0.44% active;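 active = percent inhibition above a per-plate cutoff, the plate mean of test compounds plus 3 SD, cut at about 30% in these data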;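 note: 0% = DMSO wells with GLD-1 and probe and 100% = wells lacking GLD-1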
AGP1 TOR yeast = yeast TOR pathway AGP1-GFP modulation | S. cerevisiae AGP1-GFP multiplex flow cytometry, 3 h; GFP as percent of DMSO wells | GFP response vs DMSO, % at 10 µM | 320,000 tested, 0.02% active;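 active = GFP response relative to DMSO above a set limit, near screen average plus 3 SD, cut at about 150% in these data; inconclusive = fewer than 70 cells counted for the yeast strain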;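 note: median GFP channel fluorescence of the gated AGP1 strain per well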
MCL1 BIM primary = MCL1-BIM-BH3 interaction inhibition (human); Q07820; 320,000 tested, 0.68% active; inhibition, % at 10.9 µM; GST-MCL1 / FITC-Bim-BH3 fluorescence polarization;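 active = inhibition above the mean inhibition of all tested compounds plus 3 SD, set per campaign, cut at about 40% in these data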;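 note: 0% = DMSO wells and 100% = unlabeled Bim-BH3 peptide control; higher means more loss of mP so more displacement of Bim peptide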
MEX-5 binding = C. elegans MEX-5 TCR-2 RNA binding activity; activity score (negative = inhibition of binding), % at 10 µM; 300,000 tested, 0.38% active; MEX-5/FITC-TCR2 RNA binding, fluorescence polarization; stronger effect = lower value; AID 1832;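 active = inhibition past about -25% in most replicates, and total fluorescence under double the plate's negative control median, limit read from the data; inconclusive = replicates evenly split on the limit, or fluorescence at least double controls; inactive = too little inhibition in most replicates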;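 note: 0% = DMSO and -100% = 5 µM competing unlabeled TCR2 RNA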
Bcl-xL primary = Bcl-xL (human) inhibition. 320,000 tested, 0.7% active. Q07817. GST-Bcl-xL / FITC-Bim BH3 peptide fluorescence polarization. inhibition, % at 10.9 µM. AID 2129;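 active = inhibition above the mean of all tested compounds plus 3 SD, cutoff set per campaign, cut at about 30% in these data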;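 note: 0% = DMSO wells and 100% = unlabeled Bim-BH3 peptide competitor; inhibitors lower millipolarization by displacing the labeled peptide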
* = called active by the depositor; ? = inconclusive; nt = no result given; [ ] = remark or other dose.

molecule	MEX-5 binding	GRK2 inh	GLD-1 RNA inh	Bcl-xL primary	AGP1 TOR yeast	Yeast superoxide	CIT2 TOR yeast	MCL1 BIM primary	VLA-4 inh
O=C(NCCN1CCOCC1)c1cccc(S(=O)(=O)N2CCCCC2)c1	-1.7	0	5	6	96	104	99	2	4
CCN(CC(=O)NCc1ccc(Cl)cc1)C(=O)CSc1ccccc1	3.7	0	4	0	100	86	92	-2	-3
O=C(O)CNCC1COc2ccccc2O1 (centres undefined)	-0.6	0	6	8	?	102	?	6	5
COc1cc2[nH]c(C(=O)NCc3ccccc3)cc2c(OC)c1OC	-1.6	4	3	3	109	93	107	-2	4
COc1ccc(NC(=O)COc2ccc(C)cc2)c([N+](=O)[O-])c1	-0.9	0	-3	1	99	110	86	-9	7
O=C(CCNS(=O)(=O)c1cccs1)N1CCCCCC1	1.1	0	3	1	90	114	93	7	39
COc1ccccc1NC(=O)c1ccc(C(=O)Nc2ccccc2OC)nc1	2.0	0	4	0	108	101	111	10	6
CC(=O)N1CCCc2cc(S(=O)(=O)N3CCCC(C(=O)Nc4cccc(C)c4)C3)ccc21 (centres undefined)	-1.9	1	0	-1	89[may fluoresce red]	104	89[may fluoresce red]	-6	-12
O=C(CSc1nc(=O)[nH]c2c1CCCC2)Nc1cc(C(F)(F)F)cc(C(F)(F)F)c1	4.1	1	5	-3	106	95	99	-1	-2
CC(C)(C)NC(=O)Cn1c(=O)n(CC(=O)NC(C)(C)C)c2ccccc21	1.1	0	9	2	103	94	119	-2	1
C=CCn1c(=S)sc2c(=O)[nH]c(C)nc21	-2.2	1	0	1	101	106	86	4	16
C/C(=N\NC(=O)C1CC1c1ccccc1)c1cccc([N+](=O)[O-])c1 (centres undefined)	2.4	3	3	5	96	93	104	11	10
CC(c1ccccc1)C(Cc1nc2ccccc2[nH]1)c1nc2ccccc2[nH]1 (centres undefined)	-1.4	0	-4	8	106	90	114	4	0
CC(C)Nc1c([N+](=O)[O-])c(=O)oc2ccccc12	-0.4	0	2	7	91	83	97	8	11
Cc1cccnc1NC(=O)C(c1ccccc1)c1ccccc1	-4.0	0	-3	2	92	83	96	11	8
O=C1OC(c2ccccc2)=C/C1=C/N1CCOCC1	0.1	6	-5	8	97	98	95	0	8
O=C1C2CCCN2C(=S)N1C1CCCCC1 (centres undefined)	-3.3	3	-11	4	105	100	100	-4	21
CCOCc1nnc(NC(=O)c2cc(Cl)ccc2OC)s1	0.0	2	-6	2	90	102	77	0	2
COc1ccc(OCC(=O)NNC(=O)c2ccc3c(=O)n4c(nc3c2)CCC4)cc1	-3.8	2	4	2	105	108	98	-1	-14
COc1ccc(Cl)cc1-c1nc(SCC(=O)NC(C)C)n[nH]1	-2.2	46*	3	4	99	101	105	7	18
N#Cc1nc(-c2cccs2)oc1N1CCOCC1	2.0	3	8	5	92	108	102	5	16
CCOC(=O)CNC(=O)N1CCC(CCOc2ccccc2)(C(=O)OCC)CC1	1.3	0	0	0	94	125	100	-19	8
COC(=O)C1C(=O)NCC1c1ccc(OC)cc1 (centres undefined)	-1.9	1	1	7	nt	87	109	5	15
CC(=C/c1ccccc1)/C=N/n1c(C)n[nH]c1=S	-2.2	1	4	-12	91	100	90	-11	9
CCOc1ccc(-n2c(SCc3cc(=O)oc4cc(C)c(C(C)C)cc34)nnc2-c2cccnc2)cc1	-4.5	8	-2	3	105	94	104	1	-2
CS(=O)(=O)c1ccc(NC(=O)CN2C(=O)C3CCCCC3C2=O)cc1 (centres undefined)	-3.5	2	2	2	103	108	102	7	-7
Cc1sc2nc(SCC(=O)NCCCO)n(-c3ccccc3)c(=O)c2c1C	1.1	1	1	0	105	87	108	12	1
CCCCN(CC)C(=O)Cc1ccccc1OC	-1.6	6	-4	-7	94	106	87	9	2
C[C@@H]1C(=O)O[C@H]2[C@H]1CC[C@@]1(C)C(=O)C=C[C@@](C)(O)[C@H]21	-1.0	3	-3	-1	104	111	97	-1	-6
CCc1ccc(OC)c(-c2csc(N)n2)c1	1.0	1	6	4	93	93	106	1	1
COc1ccc(S(=O)(=O)N2CCC(C(=O)NC3(C)CCS(=O)(=O)C3)CC2)cc1OC (centres undefined)	-4.1	0	7	-4	98	103	87	-2	25
Cc1ccc(-c2[nH]ncc2/C=N/n2c(COc3ccccc3)nc3ccccc3c2=O)cc1	-2.5	1	5	3	99	95	99	6	-6
CC(=O)OCCN1C(=O)c2cccc3cc([N+](=O)[O-])cc(c23)C1=O	1.0	1	24	26	102	114	98	20	3
COc1ccccc1N1C(=O)c2cccc3c(C(=O)O)ccc(c23)C1=O	-0.6	0	0	5	94	101	90	-4	-5
Cn1c(=O)c2c(nc(NC3CCCCC3)n2CC(O)COc2ccccc2)n(C)c1=O (centres undefined)	0.8	8	8	5	101	94	nt	1	-8
C[C@H](CO)N1C[C@H](C)[C@@H](CN(C)Cc2ccc(Oc3ccccc3)cc2)Oc2ccc(NC(=O)Cn3cnnn3)cc2C1=O	nt	0	-1	nt	nt	111	nt	nt	-5
CSCCC(NC(=O)c1ccccc1Cl)C(=O)N1CCCCC1 (centres undefined)	nt	0	-7	2	90	107	87	-5	12
COc1ccc2c(c1)CCc1cn3ncc(C#N)c3nc1-2	-0.6	0	0	6	93	97	90	0	12
CCOc1cc(C(=O)Nc2cc(C)ccc2OC)ccc1OCC(=O)N1CCCCC1	-1.3	1	7	5	98	89	100	14	5
O=S(=O)(c1cccs1)N1CCN(Cc2cccc(F)c2)CC1	-1.2	0	4	-1	108	119	109	-8	-2
OCCNCc1ccc(OC2CCCC2)cc1	4.0	0	5	0	107	104	106	4	11
Nc1nc(SCC(=O)Nc2ccc([N+](=O)[O-])cc2Br)n[nH]1	-2.1	5	0	5	94	102	98	11	5
CN(C)C(CNC(=O)c1ccc(NC(=O)c2cccs2)cc1)c1ccccc1 (centres undefined)	3.2	2	-4	2	108	121	107	-3	6
Cc1ccc(NC2=C(NCCO)C(=O)c3ccccc3C2=O)cc1	-0.9	2	-11	0	95	141	96	-6	0
C=CCn1c(SCCOc2ccc(OC)cc2)nnc1C(C)NC(=O)c1ccc(OC)cc1 (centres undefined)	1.0	1	5	4	100	123	96	-3	-14
O=C(c1cnn(C(=O)c2ccc(O)cc2)c1)c1ccccc1O	nt	4	-2	-10	97	95	100	-5	4
Cc1cccc(N(CC(=O)NCc2ccco2)C(=O)CNS(=O)(=O)c2ccc(F)cc2)c1	-3.1	5	12	0	97	102	98	-4	4
Cc1cccc(NC(=O)C2CC(=O)n3cnnc3S2)c1 (centres undefined)	11	2	7	9	97	99	94	5	26
Cc1ccccc1NC(=O)CCc1c(C)nn(-c2ccc(N3CCOCC3)nn2)c1C	-0.2	3	1	1	99	100	99	4	7
COc1ccc(C(C(=O)NC2CCCC2)N(C(=O)c2snc(C(N)=O)c2N)c2cccc(O)c2)cc1 (centres undefined)	-6.5	3	8	12	93	106	99	26	0
O=C(C1CCCN(S(=O)(=O)c2ccc(F)cc2)C1)N(Cc1cccs1)C1CC1 (centres undefined)	-0.6	2	1	4	96	111	100	-6	6
COc1ccc(/C=N/NC(=S)Nc2cc(S(=O)(=O)N3CCOCC3)ccc2N2CCOCC2)cc1O	1.0	1	6	3	110	95	109	9	-12
O=C(O)c1cc(S(=O)(=O)N2CCCCC2)ccc1F	2.0	3	2	5	109	92	118	16	0
Cn1c(-c2ccc(F)cc2)cnc1SCC(=O)NNC(=O)Cc1ccccc1	0.3	3	1	-8	97	85	92	2	6
FC(F)(F)c1nc(SCc2ccc(Cl)cc2Cl)n[nH]1	-0.6	0	7	7	87	102	83	2	2
Cc1cc(C)c2c(N)c(C(=O)Nc3ccc([N+](=O)[O-])cc3)sc2n1	2.0	0	-2	-1	105	91	103	-1	16
O=C(NC(=S)Nc1ccccc1N1CCN(C(=O)c2ccccc2)CC1)c1cccs1	1.5	0	-4	2	98	104	89	4	-8
O=C(O)c1ccc2c(c1)C(=O)N(CCc1c[nH]c3ccccc13)C2=O	-2.1	3	nt	nt	97	103	104	nt	11
CC(NC(=O)CSC1=NCCS1)c1ccccc1 (centres undefined)	0.8	4	2	-2	97	79	98	3	-22
Cc1ccc(S(=O)(=O)c2nc(NCCN(C)C)sc2Cl)cc1	-1.9	0	-1	6	94	102	102	12	5

Later entries.
molecule	MEX-5 binding	GRK2 inh	GLD-1 RNA inh	Bcl-xL primary	AGP1 TOR yeast	Yeast superoxide	CIT2 TOR yeast	MCL1 BIM primary	VLA-4 inh
Cc1ccccc1-c1cc(C(=O)NCc2cccc(C(F)(F)F)c2)n(CC2CC(c3cccnc3)=NO2)n1 (centres undefined)	nt	0	6	nt	110	91	101	nt	16
CCCCn1c(SCC(=O)N2CCN(c3ccccc3)CC2)nc2ccsc2c1=O	-0.6	0	-2	3	94	98	100	0	-16
CCCNS(=O)(=O)c1cc(CN2C(=O)c3cccnc3C2=O)ccc1OC	1.0	0	2	-3	112	107	113	-5	9
CCOc1ccc(NC(=O)c2ccccc2-c2ccccc2C(=O)O)cc1	nt	0	-3	5	90	103	78	-2	-44
O=C(CN1CCOc2ccccc21)NC1CC1	-0.5	3	4	5	107	99	102	0	-15
CC(=O)c1cccc(NC(=O)NCc2cccs2)c1	0.2	2	2	0	103	107	98	-4	26
Cc1ccc(C)c(CSC2=NCCN2C(=O)Cc2ccc([N+](=O)[O-])cc2)c1	4.0	2	5	0	94	101	90	-7	6
CC1=C(C(N)=O)C(c2ccc(F)cc2)n2nc(CCCO)nc2N1 (centres undefined)	-2.0	4	-5	0	85	100	81	3	-3
COc1ccc(-c2cc(C(=O)N(C)Cc3ccc(F)cc3)c3ccccc3n2)cc1OC	1.5	0	0	7	99	101	94	7	4
OCCOCCn1c(CCNc2nc(-c3ccc(F)cc3)cs2)nc2cc(C(F)(F)F)ccc21	1.8	2	-1	3	100	108	99	5	-10
CCOCCCn1c(=N)c(S(=O)(=O)c2ccccc2)cc2c(=O)n3cc(C)ccc3nc21	-13	0	7	5	15[may fluoresce violet]	99	?	-2	-33
COc1ccc(CCNC(=O)N2CCOCC2)cc1	0.5	3	5	4	nt	90	91	5	8
CCOC(=O)C1=C(CC)Nc2ccccc2N=C1NC(=O)c1cccc(S(=O)(=O)N2CCCC2)c1	-1.8	0	9	-2	101	107	104	-6	6
CCOC(=O)c1ccc(Nc2nc(N)c3cc(OC)c(OC)cc3n2)cc1	3.2	6	4	5	103	98	106	1	-6
CCCc1nc(SCC(=O)Nc2ccc(S(=O)(=O)N(C)C)cc2)c2ccccc2n1	0.2	0	20	19	102	72	107	12	-7
C=CCn1c2ccccc2c2nnc(SCN3C(=O)c4ccccc4C3=O)nc21	2.3	0	-7	5	110	105	97	7	-6
CNS(=O)(=O)c1cccc(C(=O)OCC(=O)N(Cc2ccccc2)C(C)(C)C)c1	-0.4	7	-1	2	99	95	96	6	6
